TAG inh = inhibitors of triacylglycerol accumulation, primary screen, cell-based, uHTS, fluorescence, H9c2; H9c2 cells, Nile Red lipid (TAG) fluorescence; cells loaded with 200 µM oleic acid; hit rate 0.66% among 230,000; inhibition, % at 12.5 µM;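 active means pattern-corrected inhibition of lipid staining of at least 50% with the nuclear-stain viability signal not falling by more than 50%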;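 further: 0% = DMSO wells and 100% = triacsin C control wells; some results filed as inactive read as strong as hits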
TAG inh DAPI viability = second read-out of TAG inh, no call of its own (marks repeat the call); DAPI nuclei signal change (viability), lower = more cytotoxic, %;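 whole-well DAPI fluorescence read on a plate reader as a viability signal; minus 50 percent equals half of cells still viable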
* hit, by the source's call. An excerpt. The share of hits here may be higher or lower than overall.

SMILES	TAG inh	TAG inh DAPI viability
CS(=O)(=O)c1ccc(C(=O)Nc2ccccc2Cl)cc1	1.6	-4.5
Cc1ccc(Nc2nc(CSc3nnnn3C)cs2)cc1	-26.5	20.9
Cc1ccccc1OCC(=O)OCC(=O)Nc1ccc(Cl)cn1	-25.1	2.5
N/C(=N\N=C\c1ccc(O)c(O)c1)c1nonc1N	5.2	-8.5
COC(=O)C1=C(C)N(C)C(=O)NC1c1cc2c(cc1[N+](=O)[O-])OCO2 (configuration not stated)	2.4	2.4
CCN(C[C@H]1N[C@@](Cc2ccccc2)(C(=O)OC)[C@H]2C(=O)N(Cc3ccccc3)C(=O)[C@@H]12)S(=O)(=O)c1ccc(C)cc1	14.3	-3.8
O=c1c2ccccc2c2ccccc2c(=O)n1-c1ccccc1	3.1	-0.2
CCCC(=O)OCC(=O)Nc1ccc2[nH]c(=O)[nH]c2c1	-11.1	0.9
COc1cccc(C(O)c2nc(-c3cncnc3)cs2)c1 (configuration not stated)	8.2	1.3
Cc1cccc(OCCC(=O)Nc2nnc(C)s2)c1	1.4	-2.2
CC(C)CNC(=O)NC(=O)COC(=O)C1CSC2(c3ccc(F)cc3)CCC(=O)N12 (configuration not stated)	-7.2	-3.7
CCOC(=O)N1CCc2cc(OC)c(OC)c3c2c1cc1cc(OC)c(OC)cc13	42.5	-22.9
CC(=O)C1C(c2ccc([N+](=O)[O-])cc2)C2C(C)=NN=C2CC1(C)O (configuration not stated)	-6.7	0.9
Cc1ccc([C@H]2N[C@]3(CCCN(Cc4ccc(F)cc4)C3=O)[C@H]3C(=O)N(C)C(=O)[C@@H]23)cc1	2.4	12.2
COC(=O)C[C@H]1C=C[C@@H](C(C(=O)OC)C(=O)OC)CN1C(C)=O	-7.3	1.0
Cc1sc2nc(CSc3nc4ccccc4c(=O)n3CCCN3CCOCC3)[nH]c(=O)c2c1C	-13.5	3.8
O=C(Cn1nnc(-c2ccccc2)n1)OCc1ccccc1	5.1	0.8
Cc1cc(N2CCc3ccccc32)n2ncnc2n1	-5.2	6.7
CC(C)(C)NC(=O)C(c1ccccn1)N(C(=O)C1CSC(=O)C1)c1cccc(F)c1 (configuration not stated)	-8.1	-2.5
Nc1ccc(S(=O)(=O)Nc2nccs2)cc1N=Nc1ccccc1[N+](=O)[O-]	11.3	0.4
CCc1nc2c(OCCOc3ccc(F)cc3)cccn2c1N(C)C(=O)c1ccc(OC)cc1	2.0	10.3
O=C(NCC(c1ccco1)N1CCN(c2ccccc2F)CC1)C(=O)NC1CCCCC1 (configuration not stated)	-5.1	0.9
CCN(CC)S(=O)(=O)c1ccc(-c2ccc(S(=O)(=O)N(CC)CC)cc2)cc1	5.7	-6.0
CCCC(=O)Nc1nnc(C2CCCO2)s1 (configuration not stated)	4.1	-3.3
COc1cnc(-c2ccccn2)[nH]c1=O	10.6	-13.7
Cc1nc(SCC(=O)NC2CCS(=O)(=O)C2)c2c3c(sc2n1)CCC3 (configuration not stated)	-19.0	1.8
NCCSc1c(-c2ccc(F)cc2)[nH]c2ccccc12	31.0	7.8
Cc1cccc(OCCCC(=O)Nc2nccs2)c1C	16.9	-14.6
COc1cc(C(CCN2CCOCC2)c2c(OC)cc(OC)c3c(C)cc(=O)oc23)cc(OC)c1OC (configuration not stated)	5.6	13.0
Cc1ccc(C(=O)CSc2nc(N)cc(=O)[nH]2)cc1	16.3	-2.5
Cc1c(Cl)cccc1NC(=S)N1CCC(N(C)CC2CCCO2)CC1 (configuration not stated)	-3.1	-7.3
O=C(Cc1ccccc1)Nc1ccc2oc(-c3cccnc3)nc2c1	22.2	11.0
CC1CCCCC1NC(=O)CN(C)S(=O)(=O)c1cccc2nsnc12 (configuration not stated)	0.4	1.6
O=C1c2ccccc2C(=O)N1c1nc2nccc(-c3ccccc3)n2n1	2.0	16.4
COCCN(C(=O)c1ccco1)c1nnc(-c2ccc(OC)cc2)s1	16.6	3.9
CC1(C(=O)Nc2ccc3c(c2)OCCO3)CCN1C(=O)C1(c2ccccc2)CC1 (configuration not stated)	6.8	0.1
CN(C)N1C(N)=C(C#N)C(c2ccccc2)C2=C1CCCC2=O (configuration not stated)	-0.7	2.4
CCOP(=O)(c1ccccc1Cl)C1(O)CCCCC1 (configuration not stated)	-7.3	-6.4
COc1ccc(NC(=O)N(C)C[C@H]2Oc3c(NC(=O)Cc4ccccc4)cccc3C(=O)N([C@H](C)CO)C[C@@H]2C)cc1	-11.6	4.4
Cc1ccn(CC(C)C(=O)O)n1 (configuration not stated)	9.6	-3.5
O=C(Nc1ccccc1C(=O)NC(Cc1c[nH]c2ccccc12)C(=O)O)c1ccccc1 (configuration not stated)	7.5	-13.7
CC(C)(C)c1ccc(-c2nc3n(c(=O)c2C#N)CCS3)cc1	5.3	2.0
NC(=O)NCc1ccccc1	3.3	-2.5
COc1ccc2cc(C(=O)C3CCCN(C(=O)c4cc5nc(C)cc(C)n5n4)C3)ccc2c1 (configuration not stated)	-13.4	27.6
Cn1c(=O)c(-c2cc(Br)ccc2N)nc2ccccc21	-4.4	-1.3

Sorted by SMILES length (smallest number first): 14 of the compounds above.
SMILES	TAG inh	TAG inh DAPI viability
NC(=O)NCc1ccccc1	3.3	-2.5
Cc1ccn(CC(C)C(=O)O)n1 (configuration not stated)	9.6	-3.5
CCOP(=O)(c1ccccc1Cl)C1(O)CCCCC1 (configuration not stated)	-7.3	-6.4
Cn1c(=O)c(-c2cc(Br)ccc2N)nc2ccccc21	-4.4	-1.3
Cc1ccc(C(=O)CSc2nc(N)cc(=O)[nH]2)cc1	16.3	-2.5
O=C(Cc1ccccc1)Nc1ccc2oc(-c3cccnc3)nc2c1	22.2	11.0
CC(C)(C)c1ccc(-c2nc3n(c(=O)c2C#N)CCS3)cc1	5.3	2.0
CC1CCCCC1NC(=O)CN(C)S(=O)(=O)c1cccc2nsnc12 (configuration not stated)	0.4	1.6
O=C1c2ccccc2C(=O)N1c1nc2nccc(-c3ccccc3)n2n1	2.0	16.4
CC1(C(=O)Nc2ccc3c(c2)OCCO3)CCN1C(=O)C1(c2ccccc2)CC1 (configuration not stated)	6.8	0.1
O=C(Nc1ccccc1C(=O)NC(Cc1c[nH]c2ccccc12)C(=O)O)c1ccccc1 (configuration not stated)	7.5	-13.7
COc1ccc2cc(C(=O)C3CCCN(C(=O)c4cc5nc(C)cc(C)n5n4)C3)ccc2c1 (configuration not stated)	-13.4	27.6
COc1cc(C(CCN2CCOCC2)c2c(OC)cc(OC)c3c(C)cc(=O)oc23)cc(OC)c1OC (configuration not stated)	5.6	13.0
COc1ccc(NC(=O)N(C)C[C@H]2Oc3c(NC(=O)Cc4ccccc4)cccc3C(=O)N([C@H](C)CO)C[C@@H]2C)cc1	-11.6	4.4

Carrying on:
SMILES	TAG inh	TAG inh DAPI viability
Cc1c(NS(=O)(=O)c2ccc3c(c2)OCCO3)cccc1-c1nc2cccnc2s1	1.0	-0.8
Cc1ccc(OCC(=O)N(Cc2ccco2)c2c(N)n(Cc3ccccc3)c(=O)[nH]c2=O)cc1C	-9.8	3.5
Cc1nn(-c2ccccc2)c(C)c1/C=N/NC(=O)c1cc(C2CC2)[nH]n1	-15.6	5.3
COc1ccc(CC(=O)N2CCN(c3cccc(Cl)c3)CC2)cc1OC	-11.2	4.2
Cc1ccc(OCCNC(=O)c2cncc(Br)c2)cc1C	3.8	-0.4
O=C1c2ccccc2C(O)N1c1ccc(Cl)cc1 (configuration not stated)	1.9	-12.4
Cc1cc(C(=O)CSc2nnnn2C)c(C)n1CCc1ccc(Cl)cc1	22.8	-15.8
CCCCN(C(=O)c1cc(S(=O)(=O)N2CCOCC2)ccc1Cl)c1c(N)n(CC(C)C)c(=O)[nH]c1=O	-5.9	2.7
Cc1cc(C(=O)NNC(=O)/C=C/c2ccc(F)cc2)c(C)o1	5.8	1.2
Nc1nonc1-c1nc2ccccc2n1CC(=O)NC1CCCC1	-8.9	-1.5
O=C1N[C@@H](Cc2ccccc2)C(=O)N2CCCC12 (some centres not stated)	2.8	8.9
O=C1NC(=O)C(=Cc2ccccc2)N1	-1.2	-1.4
CCOC(=O)c1ccc(NC(c2ccc(N(C)C)cc2)P(=O)(OC(C)C)OC(C)C)cc1 (configuration not stated)	7.6	4.4
CCN(CC(=O)NCc1ccc(Cl)cc1)C(=O)C1CCN(S(=O)(=O)c2ccc(OC)c(OC)c2)CC1	-30.0	-0.2
COc1ccc(C(=O)Nc2ccc(Cc3ccncc3)cc2)cc1Br	1.1	3.7
CC(Nc1ccc(Br)cc1)C(=O)Nc1cccc(S(=O)(=O)N2CCOCC2)c1 (configuration not stated)	-27.2	7.2
Cc1ccc(S(=O)(=O)N2CCOCC2)cc1C(=O)OCC(=O)NCCc1ccccc1	0.6	2.7
Nc1c(N(CCC2=CCCCC2)C(=O)Cc2ccc(F)cc2)c(=O)[nH]c(=O)n1Cc1ccccc1	-16.9	7.7
COc1ccc(C2=NN(C(=O)c3ccc(Cl)c([N+](=O)[O-])c3)C(c3ccccc3)C2)cc1 (configuration not stated)	9.0	-14.8
O=C(CCCCCCCCN1C(=O)c2ccccc2C1=O)N1CCOCC1	-15.0	-1.0
CN(c1nnc(N)s1)C1CCCCC1	-7.6	-6.0
COc1cc(C(=O)N/N=C/c2ccc(OC(=O)c3ccccc3)c(OC)c2)ccc1O	2.3	-7.4
CCOC(=O)C1(Cc2ccccc2)CCN(Cc2cc(OC)c3c(c2)OCO3)CC1	-47.5	31.3
O=C(CSc1ccc2nnc(-c3ccccc3)n2n1)NCc1ccc2c(c1)OCO2	-11.5	7.9
NC(=O)N1c2ccccc2C=Cc2ccccc21	0.2	-3.7
COc1cc(C(=O)OCC(=O)N2CCN(C(C)=O)CC2)ccc1OCC(C)C	22.6	-3.2
COc1ccc2c(c1)C(=O)N(CCc1ccc(S(=O)(=O)NC(=O)NC3CCCCC3)cc1)C(=O)C2(C)C	0.4	3.6
Cc1csc(NC(=O)c2cc[n+]([O-])cc2)n1	8.5	6.8
COC(=O)C1=C(C(=O)OC)[C@@H]2N(Cc3ccccc3)c3ccccc3[C@@]23C[C@@H](C(=O)OC)N(C(=O)NC2CCCCC2)C3=N1	21.5	-1.8
Cc1ccc(N2CC(NS(=O)(=O)c3cccs3)CC2=O)cc1 (configuration not stated)	7.0	4.0
O=C(Nc1cc(-c2ccccc2)[nH]n1)c1ccc(Cl)cc1	10.3	2.8
O=C(NCc1nnnn1-c1ccc(Cl)cc1)C1CC(=O)N(c2ccc(F)cc2)C1 (configuration not stated)	5.0	1.6
Cc1ccc(C(=O)C(C)OC(=O)c2n[nH]c(=O)c3ccccc23)cc1 (configuration not stated)	-7.0	7.7
O=C(NCc1cccc(Br)c1)C1CC2Cn3c(nc4ccccc43)C2N1c1ccccc1 (configuration not stated)	-18.4	-1.1
CCOc1cc(CNCCSc2nnnn2C)cc(Br)c1OCc1ccccc1	-21.1	15.0
O=C(CN1CCN(c2ncccn2)CC1)N1CCCc2c1c(=O)oc1ccc(O)cc21	23.2	5.3
CCOC(=O)c1c(-c2ccc(OC)cc2)csc1NC(=O)CSc1ccccc1	-66.9	-9.1
CCCCN(CCCC)CCn1cnc2c([nH]c3ccc(OC)cc32)c1=O	17.9	15.2
CCOC(=O)c1cnc(SCC(=O)Nc2ccccc2C(=O)OC)nc1N	3.0	8.9
O=C1CCCCC1Nc1ccc(Br)cc1 (configuration not stated)	-8.5	1.1
CCCC(=O)N/C(N)=N/c1nc(C)c2cc(C)ccc2n1	-0.8	2.6
CN(NC(=O)NN(C)C(=O)c1ccccc1)C(=O)c1ccccc1	-1.1	-13.4
CC(=O)OC(C(=O)Nc1ccccc1)C(C)S(=O)(=O)c1ccccc1 (configuration not stated)	13.7	-4.7
Cc1cc(C(c2ccc(O)cc2)c2cc(C)c(O)cc2C)c(C)cc1O	-9.6	18.7
Cc1ccc(-c2nnn(CC(=O)N3CCC(C)CC3)n2)o1	-2.7	16.0
Cc1cc(O)c(C(=O)/C=C/c2cccc([N+](=O)[O-])c2)c(=O)o1	-0.1	2.5
CCOC(=O)c1sc(N/N=C/c2cccc(C)c2)nc1C	16.5	16.0
COC(=O)C1CCN(C(=O)COC(=O)c2ccc3[nH]c4c(c3c2)CCCC4)CC1	-13.8	-2.1
Cc1cc(C)cc(C(O)c2ncc(-c3ccccc3)[nH]2)c1 (configuration not stated)	-6.3	3.6
Cc1ccc(CN2CCN(/N=C/c3ccc(C(=O)O)cc3)CC2)c(C)c1	-3.2	16.1
O=C1NC(c2ccccc2)N=C2Oc3ccccc3C=C12 (configuration not stated)	6.2	-0.2
COc1ccc(OC(F)(F)F)cc1CC1(C)C(=O)Nc2cccc(Cl)c21 (configuration not stated)	-11.4	7.9
COCCCN(C(=O)CCOc1ccc(C(C)(C)C)cc1)c1c(N)n(Cc2ccccc2)c(=O)[nH]c1=O	4.6	1.8
Fc1ccc(CSc2nnc(-c3cccnc3)n2Cc2ccco2)cc1	10.0	-1.0
CCCCCc1ccc(OCCCC[n+]2ccc(C)cc2)c(CCCCC)c1	34.1	-5.6
COc1cc(NC(=O)NC(C)(C(F)(F)F)C(F)(F)F)cc(OC)c1OC	0.4	-12.5
CCOc1ccccc1OCC(=O)NN=C1CCCC(=O)C1	8.4	-25.4
CCC(O)(Cc1ccccn1)Cc1ccccn1	-6.6	6.5
CCC(C)c1cc(S(=O)(=O)N2CCOCC2)ccc1OC (configuration not stated)	0.7	-4.7
CCCCN1C(=O)C(CC(=O)NC2CCCC2)CC(C(=O)N(C(C)C)C(C)C)=C1C (configuration not stated)	0.0	-5.3
CC(=O)C1CCC2C3CCC4=CC(=O)CCC4(C)C3(Br)C(=O)CC12C (configuration not stated)	1.8	4.3
